S-ASM inh: human S-ASM enzyme inhibition | AID 504937 | placental ASM, HMU-PC fluorogenic substrate, 60 min | 0.006% of 340,000 active | Potency, µM (top dose mostly 57.5 µM), inactives show at the top dose activity change, negative = inhibition, most hits filed as inhibitors; further: potency means the concentration at half of the fitted maximal effect
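Fluorogenic HMU-PC substrate (9 uM final) is turned over by placental ASM in 60 min at 37 C after a 10 min compound preincubation. Reaction ended by alkaline stop (pH 10), with fluorescence read at 386/447 nm.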
MLL CXXC-DNA inh: blocks binding of human MLL CXXC domain to DNA | Potency, µM (doses to about 115 µM), inactives show at the top dose activity change, negative = inhibition, most hits filed as inhibitors | 0.037% of 290,000 active | MLL-CXXC / FITC-HOXA9 DNA fluorescence polarization | Q03164 | AID 2662; active means well fitted inhibition curve with a large enough effect in the polarisation, with a control signal flat, not every such curve was filed as active; inconclusive means small, poorly fitted or top-dose-only effect, or effect the other way, or a change in a side signal; inactive means no such curve, though single readings can be large or run the other way; the % refers to the polarisation; further: potency means the concentration at half of the fitted maximal effect
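Steps: dispense CXXC domain solution (7 uM) → pin compounds or unlabeled HOX-A9 DNA control → 5 min ambient → add FLSN-HOX-A9 solution (50 nM) → spin → 30 min ambient → fluorescence polarization. Tris pH 7.5/NaCl/DTT/BSA buffer.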
Mito fusion act: inhibitors of mitochondrial division or activators of mitochondrial fusion. S. cerevisiae fusion-defective mutant growth rescue, CellTiterGlo 48 h. Potency, µM (titrated, usually from 46.1 µM), for the others: at the top dose growth rescue (activation), most hits filed as activators. 0.23% of 320,000 active;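 further: potency means the concentration at half of the fitted maximal effect; % of control where 0% means no effect; nearly all actives have a fitted effect of over 45% in size; temperature-sensitive fusion mutants such as fzo1-1 at 37 °C on non-fermentable ethanol glycerol medium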
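Yeast fusion mutant, YPEG (non-fermentable carbon), compound, 48 h at 37C non-permissive; CellTiterGlo added, 10 min RT, luminescence read. Rescued growth = division inhibition.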
Menin-MLL TR inh: displaces Texas Red mutant MLL peptide from human menin; O00255; Menin + Texas Red MLL mutant peptide, fluorescence polarization; Potency, µM (doses to about 61.6 µM), inactives show at the top dose FP activity change, negative = inhibition, most hits filed as inhibitors; 0.23% of 270,000 active; active means well fitted inhibition curve with a large enough effect in the polarisation, with a control signal flat, not every such curve was filed as active; inconclusive means small, poorly fitted or top-dose-only effect, or effect the other way, or a change in a side signal; inactive means no such curve, though single readings can be large or run the other way; the % refers to the polarisation; further: potency means the concentration at half of the fitted maximal effect; % of control where 0% means no effect; many of its hits are not listed in these tables
Target sequence (O00255 whole entry, looked up): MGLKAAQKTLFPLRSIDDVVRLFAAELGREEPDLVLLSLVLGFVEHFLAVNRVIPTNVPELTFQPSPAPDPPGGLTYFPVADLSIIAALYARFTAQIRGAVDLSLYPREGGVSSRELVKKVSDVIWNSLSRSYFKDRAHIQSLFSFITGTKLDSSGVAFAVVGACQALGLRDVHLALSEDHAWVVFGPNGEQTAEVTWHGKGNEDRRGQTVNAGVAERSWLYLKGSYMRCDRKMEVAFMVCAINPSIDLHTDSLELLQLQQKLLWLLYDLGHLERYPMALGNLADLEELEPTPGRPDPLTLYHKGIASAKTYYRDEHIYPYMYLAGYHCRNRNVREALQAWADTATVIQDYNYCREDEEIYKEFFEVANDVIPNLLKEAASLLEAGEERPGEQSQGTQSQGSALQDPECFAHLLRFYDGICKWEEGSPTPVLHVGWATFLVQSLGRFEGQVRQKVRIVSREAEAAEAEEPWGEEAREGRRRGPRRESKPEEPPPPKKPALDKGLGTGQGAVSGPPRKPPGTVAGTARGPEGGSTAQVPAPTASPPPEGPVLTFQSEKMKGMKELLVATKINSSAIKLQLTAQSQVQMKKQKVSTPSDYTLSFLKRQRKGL
Integrin act MD: activates integrin-mediated alleviation for muscular dystrophy; alpha7betagal myoblasts, beta-gal FDG fluorescence, 48 h; Potency, µM (top dose mostly 38.3 µM), for inactives: at the top dose activation, most hits filed as activators; 0.064% of 350,000 active;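 further: potency means the concentration at half of the fitted maximal effect; 100% = response of the positive control SU9516; nearly all actives have a fitted effect of over 60% in size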
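alpha7betagal+/- myoblasts (passage 13, 250/well) treated 48 h at 37C with compounds at 1:260 dilution of DMSO stock. Lysed, then beta-galactosidase activity read as FDG fluorescence (ex 480/em 540) after 30 min, with pre-read for autofluorescence.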
TCR act: T cell receptor activation | primary human leukocytes, anti-CD3, IL-2 HTRF, 48 h | Potency, µM (doses to about 9.22 µM), for the others: top-dose activation of IL-2 secretion, most hits filed as activators | 330,000 tested, under 10 active | AID 504894; further: % of control where 0% means no effect
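Primary human leukocytes incubated 48 hr with anti-CD3 beads plus compound, without co-stimulation. Secreted IL-2 measured by HTRF (europium cryptate/d2 anti-IL-2 pair, 320 nm excitation, 665 nm emission).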
TSHR antagonist: antagonists of human thyroid stimulating hormone receptor | activity change, negative = inhibition, % at 11.5 µM | P16473 | TSHR-expressing cells, TSH-stimulated cAMP HTRF, 2 h; active compounds read low | 0.2% of 330,000 active;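 active means activity change below a set negative limit, meaning inhibition stronger than a set level, cut at about -70% in these data; inconclusive means activity change between two set negative limits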; further: on the % scale 0 is the no-effect control and ±100 the full control effect
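Cell-based HTRF cAMP assay; TSHR cells + compound, TSH EC80 (4nM final), 2 h, 37 deg C. Lysis with anti-cAMP cryptate and cAMP-d2, 30 min RT, read 665/620 nm.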
AT treatment: potential ataxia-telangiectasia treatments restoring KAP-1 phosphorylation; […] A-T fibroblasts, KAP-1 phosphorylation AlphaLISA; neocarzinostatin DNA damage 30 min before lysis; Potency, µM (highest dose often 57.5 µM), without a hit: top-dose activation, actives largely listed as activators; 0.19% of 320,000 active; further: potency means the concentration at half of the fitted maximal effect; % of control where 0% means no effect; nearly all actives have a fitted effect of over 45% in size
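hTERT-immortalized A-T patient fibroblasts ([…]), 500 cells/well in OPTI-MEM, 1% FBS, got compounds for 60 min, then NCS for 30 min at 37C. Lysates were then assayed for phospho-KAP-1 by AlphaLISA (anti-pKAP1 donor, anti-KAP1 acceptor beads), 6 hr at 25C.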
PTAP TSG101 blk: blocks PTAP/TSG101 interaction to inhibit HIV-1 budding; Q99816; Fluorescence polarization, FITC-PTAP peptide / Tsg101 binding; Potency, µM (titrated, usually from 115 µM), for inactives: top-dose activity change, negative = inhibition, usual class: inhibitors; 340,000 tested, under 10 active; active means well fitted inhibition curve with a large enough effect in the main read-out, with a control signal flat, not every such curve was filed as active; inconclusive means small, poorly fitted or top-dose-only effect, or effect the other way, or a change in a side signal; inactive means no such curve, though single readings can be large or run the other way; further: potency means the concentration at half of the fitted maximal effect; % of control where 0% means no effect
Target sequence (Q99816 whole entry, looked up): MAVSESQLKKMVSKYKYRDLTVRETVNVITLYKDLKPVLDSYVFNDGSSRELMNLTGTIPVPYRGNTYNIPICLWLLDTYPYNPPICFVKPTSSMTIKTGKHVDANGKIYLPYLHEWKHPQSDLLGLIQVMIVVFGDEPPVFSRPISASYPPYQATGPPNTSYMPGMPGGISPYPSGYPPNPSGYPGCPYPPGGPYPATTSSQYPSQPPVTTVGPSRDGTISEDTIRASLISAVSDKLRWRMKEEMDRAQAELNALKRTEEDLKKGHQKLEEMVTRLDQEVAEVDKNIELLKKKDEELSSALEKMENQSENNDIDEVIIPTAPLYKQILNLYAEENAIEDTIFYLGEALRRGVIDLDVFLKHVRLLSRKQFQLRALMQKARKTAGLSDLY
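Steps: Tsg101 binding domain dispensed (10 uM final), compounds pinned in DMSO, FITC-labeled PTAP-motif peptide added (50 nM final); after 20 min binding at room temperature, polarization measured.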
MBNL1-CUG inh: blocks human MBNL1 binding to CUG repeat RNA; Q9NR56; TR-FRET MBNL1-His/biotin-(CUG)12 binding, 665/545 ratio; Potency, µM (top dose mostly 57.5 µM), for inactives: at the top dose activity change, negative = inhibition, hits mostly inhibitors; 0.036% of 280,000 active; AID 2675; active means well fitted inhibition curve with a large enough effect in the signal ratio, with a control signal flat, not every such curve was filed as active; inconclusive means small, poorly fitted or top-dose-only effect, or effect the other way, or a change in a side signal; inactive means no such curve, though single readings can be large or run the other way; the % refers to the signal ratio; further: potency means the concentration at half of the fitted maximal effect; on the % scale 0 is the no-effect control and ±100 the full control effect
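Ratiometric TR-FRET (665 over 545 nm, excitation 340 nm) tracks disruption of MBNL1-His/biotin-(CUG)12 complex after 60 min at room temperature, with compounds at 92 nM to 58 uM final.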
* marks the source's active call; other numbers are inactive results; ? = inconclusive; . = not tested or not shown; [ ] = dose if it differs, or a comment. Unless noted, the call rests on the fitted dose curve; in most records, active means well fitted curve in the direction sought with a large enough effect; inconclusive means small, poorly fitted or top-dose-only effect, or another doubt; inactive means no such curve, though single readings can be large; an effect the other way counts as inactive or inconclusive.

SMILES	S-ASM inh	MLL CXXC-DNA inh	Mito fusion act	Menin-MLL TR inh	Integrin act MD	TCR act	TSHR antagonist	AT treatment	PTAP TSG101 blk	MBNL1-CUG inh
Cc1cc(C(=O)NNC(=S)NCC(C)C)no1	4%	0%	-12%	0%	5%[7.66 µM]	.	6	-3%	-8%	4%
O=C(NNC1=Nc2cc([N+](=O)[O-])ccc2OC1)c1ccccc1Cl	4%	-7%	-3%	.	-20%	5%	-10	-2%	-2%	.
C/C(=N\S(=O)(=O)c1ccc(C)cc1)N1CCN(S(=O)(=O)c2ccccc2)C1	4%	-5%	-1%	29%	-25%	2%	-6	1%	-3%	-5%
COc1ccc(C)cc1NS(=O)(=O)c1ccc2c(c1)N(C(C)=O)CCO2	-3%	-7%	-4%	-3%	-39%	-9%	7	1%	0%	-4%
CN(CC(=O)Nc1cccc(F)c1)C(=O)c1cccc(N2C(=O)CCC2=O)c1	5%	.	2%	.	1%	5%	-27	-7%	-2%	.
Cc1nc2cc(Nc3nnc(-c4ccccc4)c4ccccc34)ccc2n1C	-10%	-17%	0%	-5%	6%	-4%	-2	-2%	-7%	?
O=C(NCCCCNC(=O)c1ccccc1Cl)c1ccccc1Cl	4%	-2%	1%	9%	-2%	-3%	13	5%	-1%	-6%
CCCCCCn1c(COc2ccccc2F)nnc1SCC(=O)c1c(N)n(C)c(=O)n(C)c1=O	.	?	8%	-13%	.	1%[46.1 µM]	31	2%	.	?
COc1ccc(OC)c(NC(=S)N2CCN(C(=O)C3CCCO3)CC2)c1 (centres undefined)	0%	11%	0%	.	6%	3%	9	3%	-3%	-2%
COC(=O)C1=C(C(=O)OC)C2(OC1c1ccccc1C)C(=O)c1ccccc1C2=O (centres undefined)	-17%	-1%	-1%	2%	30%	-9%[46.1 µM]	11	-4%	0%	10%
O=C(CN1C(=O)CC(c2ccccc2)S(=O)(=O)c2ccccc21)NC1CCCC1 (centres undefined)	4%	2%	-8%	-2%	-13%	-4%	-4	-2%	1%	-3%
Cc1ccc(C(=O)Oc2cc(N)n(S(=O)(=O)c3ccc(C)cc3)n2)cc1	-4%	146%[activator]	16%	32%[activator]	31%	9%	-5	-4%	2%	-5%
N#Cc1cccc(Cn2cc(C(F)(F)F)ccc2=O)c1	1%	-3%	-4%	.	2%	-2%	27	16%	-3%	.
COc1ccc(NCC(=O)N/N=C(\C)c2cc3ccccc3o2)cc1	8%	1%	13%	-1%	-7%	3%	12	-2%	-2%	.
CC1(C)CC(=O)c2cc(O)ccc2O1	4%	10%	10%	-16%	-21%	-1%[46.1 µM]	9	0%	-3%	-12%[11.5 µM]
CCN1N=C(c2cc(Cl)sc2Cl)CSC1=O	-9%	2%	1%	-19%	18%	4%[46.1 µM]	-4	.	-7%	-3%
O=C1c2cccnc2C(=O)N1CNc1ccc(Cl)cc1	5%	4%	0%	12%	19%	-12%	25	-7%	-2%	13%
CCN(CC)S(=O)(=O)c1ccc(NC(=O)CSc2nnc(-c3ccc(F)cc3)o2)cc1	-2%	14%	1%	21%	-16%	2%	-1	0%	0%	-3%
COc1ccc(-n2c(C)c([N+](=O)[O-])c3ccc(O)c(CN4CCCCC4)c32)cc1	-10%	-11%	-1%	-3%	19%	-8%	10	.	-8%	?
COc1ccc(CNC(=O)CN2C(=O)CSc3ccc(S(=O)(=O)N4CCOCC4)cc32)cc1	5%	1%	-3%	?	-9%	4%	6	3%	-6%	-10%
Cc1ccc(-c2[nH]ncc2C(=O)c2ccc(Br)cc2)c(O)c1	-1%	?	32%	32%[activator]	-17%	0%	1	7%	-6%	4%
COc1ccccc1CNC(=O)COC(=O)C1CCN(c2ccc(C(F)(F)F)cn2)CC1	-2%	.	1%	.	-21%	.	-10	8%	-1%	.
COc1ccc(NC(=O)CN2CCC(C)CC2)cc1	0%	-3%	-6%	-8%	31%	.	11	-3%	.	1%
O=C(c1cc2ncc(Br)cn2n1)N1CCOCC1	5%	-15%	0%	-1%	5%	-1%	40	.	-6%	-16%
COc1ccc(NC(=O)CSc2ncnc3c2cnn3Cc2ccccc2)cc1OC	2%	-15%	-1%	10%	-44%	4%	-15	3%	-6%	1%
CN(CC(=O)Nc1ccccc1Cl)C(=O)COc1cccc2c1OC(C)(C)C2	-1%	.	0%	.	?	-2%	-1	0%	2%	.
CC(NC(=O)COC(=O)C1CCN(c2ccc(C(F)(F)F)cn2)CC1)c1ccc(Br)cc1 (centres undefined)	-9%	47%[activator]	-6%	.	?	14%	-32	-10%	-3%	1%
CC(C)(CNS(=O)(=O)c1cccs1)N1CCOCC1	1%	.	.	.	11%	-1%	-5	1%	-6%	.
O=C(NCC1CCN(c2ccc(S(=O)(=O)N3CCOCC3)cc2)CC1)Nc1ccccc1F	-4%	9%	-1%	2%	-149%[inhibitor]	-6%	2	-5%	0%	-6%
COc1ccc2c(c1)c(CC(=O)OCC(=O)O)c(C)n2C(=O)c1ccc(Cl)cc1	13%	1%	-5%	-7%	.	-6%	9	-6%	-2%	6%
O=[N+]([O-])c1ccc2[nH]c(O)c(N=NC3CCS(=O)(=O)C3)c2c1 (centres undefined)	-5%	10%	-4%	.	8%	5%	-5	-14%	-2%	?
CC(NC(=O)/C(C#N)=C1\N=C(NC(=O)c2cccs2)c2ccccc21)c1ccccc1 (centres undefined)	-11%	13%	?	5%	20%	1%[46.1 µM]	-6	-1%	10%	?
CCOC(=O)C1CCCN(C(=S)Nc2ccc(F)cc2)C1 (centres undefined)	-3%	5%	-6%	13%	-20%	0%	4	0%	0%	-6%
CNC(=S)N1CCN(c2nc(-c3ccc(Cl)cc3)cs2)CC1	?	1%	1%	?	-25%	16%	-25	6%	1%	9%
COc1ccc(/C=C/c2c(-c3ccc(OC)cc3)sc3cc(OC)c(OC)cc23)cc1	25%	.	.	.	22%	2%	4	2%	-7%	.
CN(C(=S)NC1=CCS(=O)(=O)C1)C1CCCCC1	-1%	-1%	0%	1%	-15%	0%	-3	2%	-9%	-3%
C[C@H](CO)N1C[C@H](C)[C@@H](CN(C)S(=O)(=O)c2ccccc2)Oc2ccc(NC(=O)Cc3ccccc3)cc2C1=O	-2%	.	.	.	10%	0%	-1	-11%	-13%	.
CC(Sc1nc(N)cc(N)n1)C(=O)Nc1ccc(N2CCOCC2)cc1 (centres undefined)	4%	.	1%	.	?	3%	0	-3%	0%	.
Cc1cc(C)c(S(=O)(=O)Nc2ccc3[nH]c(=O)[nH]c3c2)c(C)c1	-4%	6%	6%	1%	11%	0%	1	-1%	-1%	-9%
CCC(=O)Nc1cc(C(F)(F)F)ccc1N1CCCC1	0%	-1%	3%	-9%	?	2%	0	10%	-4%	12%
COCCNC(=O)Cn1nc(C)c2ccccc2c1=O	5%	-18%	-5%	0%	19%	8%	35	.	-8%	-16%
COc1nc(OC)nc(Oc2ccc(Cl)cc2[N+](=O)[O-])n1	0%	-1%	-9%	19%	-30%	-1%[46.1 µM]	-2	0%	-5%	?
Cc1cccc(N/C=C/c2onc(C)c2[N+](=O)[O-])c1	-10%	5%	2%	1%	4%	0%	.	.	-3%	17%
COc1ccc(-c2nc(=S)n3ccsc3n2)cc1OC	5%	?	-1%	-1%	22%	.	-5	-1%	-5%	9%
CCOc1ccc(NC(=O)c2nn(-c3ccc(OC)cc3OC)c(=O)c3ccccc23)cc1	.	2%	3%	9%	.	.	1	-5%	.	.
CC1(C)CC(=O)C(C=Nc2ccccc2C(=O)O)=C(O)C1	0%	0%	1%	25%	5%	-6%	12	-1%	-16%	15%
C/C=C/c1ccc(Oc2nnnn2-c2ccc(C(N)=O)cc2)c(OC)c1	-2%	8%	3%	12%	-4%	6%	-5	5%	-4%	2%
COc1ccc(C(=O)COC(=O)C(O)c2ccccc2)c(OC)c1 (centres undefined)	-2%	.	.	.	?	12%	-5	1%	-7%	.
COc1ccc(C(=O)/C=C/C(=O)N(CC(=O)NC2CCCCC2)Cc2ccccc2)c(O)c1	-1%	5%	7%	-17%	35%	.	-45	.	-1%	-6%
CC(C)C(=O)N1CCN(c2ccc(NC(=O)c3ccc([N+](=O)[O-])o3)cc2)CC1	-3%	-2%	-14%	-29%	-69%[inhibitor]	2%	-2	-10%	-3%	?

Some of the compounds tested; count on the stated rates, not on these rows.
